Screening results (PubChem)
KB-V1 cytotox – kills drug-selected multidrug resistant KB-V1 cells. hit rate 3.4% among 400,000. AID 1347076. Potency, µM (doses to about 46.1 µM), for inactives: at the top dose activity change, negative = cytotoxicity, usual class: cytotoxic. KB-V1 MDR cells viability, CellTiter-Glo, 72 h; also: potency is read from the fitted curve at half-maximal effect; % is scaled to controls: 0 for no effect and ±100 for the full control effect; nearly all actives have a fitted effect of over 60% in size
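Cells of the MDR subline KB-V1 are plated, dosed with compound at multiple concentrations, and incubated 72 h at 37 degrees C; CellTiter-Glo is then added and luminescence read after 10 min.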
WRN helicase inh – blocks human WRN helicase; Q14191; WRN helicase unwinding, fluorescent forked duplex, kinetic; Potency, µM (doses to about 114 µM), for inactives: at the top dose activity change, negative = inhibition, most hits filed as inhibitors; hit rate 0.46% among 360,000; AID 651768; also: potency is read from the fitted curve at half-maximal effect; % is scaled to controls: 0 for no effect and ±100 for the full control effect; nearly all actives have a fitted effect of over 55% in size
Target sequence (Q14191 whole entry, looked up): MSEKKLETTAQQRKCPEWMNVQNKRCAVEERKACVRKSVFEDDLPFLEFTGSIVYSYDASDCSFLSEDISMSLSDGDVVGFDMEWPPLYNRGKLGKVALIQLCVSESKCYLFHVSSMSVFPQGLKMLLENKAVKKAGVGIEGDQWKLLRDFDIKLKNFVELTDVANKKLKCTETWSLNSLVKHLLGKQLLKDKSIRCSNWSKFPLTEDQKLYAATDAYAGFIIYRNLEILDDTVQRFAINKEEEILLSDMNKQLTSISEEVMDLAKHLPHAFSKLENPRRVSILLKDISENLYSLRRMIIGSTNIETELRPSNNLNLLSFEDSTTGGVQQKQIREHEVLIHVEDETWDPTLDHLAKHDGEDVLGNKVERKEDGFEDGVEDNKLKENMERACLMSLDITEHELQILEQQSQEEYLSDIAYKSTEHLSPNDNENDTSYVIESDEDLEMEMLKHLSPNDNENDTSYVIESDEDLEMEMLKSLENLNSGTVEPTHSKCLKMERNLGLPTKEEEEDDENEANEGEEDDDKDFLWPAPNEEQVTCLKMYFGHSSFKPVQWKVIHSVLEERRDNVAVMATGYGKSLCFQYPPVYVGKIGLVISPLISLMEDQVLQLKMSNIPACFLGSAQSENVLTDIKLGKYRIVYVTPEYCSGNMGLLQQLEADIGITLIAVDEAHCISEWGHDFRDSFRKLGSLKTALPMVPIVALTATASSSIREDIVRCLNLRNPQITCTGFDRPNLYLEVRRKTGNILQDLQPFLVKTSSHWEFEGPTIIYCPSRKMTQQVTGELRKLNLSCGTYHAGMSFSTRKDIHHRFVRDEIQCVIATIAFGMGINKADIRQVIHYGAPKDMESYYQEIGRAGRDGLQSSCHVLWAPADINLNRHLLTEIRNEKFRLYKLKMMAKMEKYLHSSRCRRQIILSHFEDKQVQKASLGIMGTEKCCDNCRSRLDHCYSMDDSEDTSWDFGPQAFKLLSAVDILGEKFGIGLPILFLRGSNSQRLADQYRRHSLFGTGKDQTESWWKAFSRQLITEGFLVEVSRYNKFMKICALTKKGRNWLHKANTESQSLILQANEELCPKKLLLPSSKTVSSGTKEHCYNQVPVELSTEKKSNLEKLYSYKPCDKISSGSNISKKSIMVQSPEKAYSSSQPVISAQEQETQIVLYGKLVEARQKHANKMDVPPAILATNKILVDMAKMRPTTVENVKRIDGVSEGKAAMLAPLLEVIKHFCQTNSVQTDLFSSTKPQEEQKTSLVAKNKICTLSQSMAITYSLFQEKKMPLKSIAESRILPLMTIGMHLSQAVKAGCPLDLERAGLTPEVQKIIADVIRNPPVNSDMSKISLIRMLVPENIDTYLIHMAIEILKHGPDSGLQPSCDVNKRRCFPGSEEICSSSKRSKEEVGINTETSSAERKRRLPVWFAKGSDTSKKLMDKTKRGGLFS
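Screening of the MLSMR collection measured strand separation of a quenched forked DNA duplex (100 nM) by 20 nM WRN with 2 mM ATP, all final. Compounds were preincubated with enzyme 15 min at room temperature.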
HT1080 IDH1KD tx – kills HT-1080 cells with IDH1 knockdown. HT-1080 IDH1 knockdown viability, ATP luminescence, 48 h. Potency, µM (highest dose often 46.1 µM), inactives show at the top dose activity, negative = toxicity, actives largely listed as cytotoxic. hit rate 2% among 360,000;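 also: potency is read from the fitted curve at half-maximal effect; 0% = DMSO wells and -100% = cell-free medium wells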
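HT-1080-IDH1KD cells (IDH1 knocked down), 750/well in RPMI with 5% FBS, treated with compound 48 h at 37 degrees C. Viability by CellTiter-Glo luminescence, normalised to DMSO and no-cell wells; concentration-response curves classed.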
HT1080NT lethal – kills 2HG-producing HT-1080-NT fibrosarcoma cells; HT-1080-NT fibrosarcoma viability, CellTiter-Glo ATP luminescence, 48 h; Potency, µM (doses to about 46.1 µM), without a hit: at the highest dose activity, negative = less viability, actives largely listed as cytotoxic; AID 686970; hit rate 1.6% among 360,000;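 also: NT is the 2HG producing partner of a matched IDH1 knockdown line; potency is read from the fitted curve at half-maximal effect; 0% = DMSO-treated cells and -100% = media-only wells without cells; nearly all actives have a fitted effect of over 55% in size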
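HT-1080-NT; 750 cells/well; 5% FBS RPMI; 48 h compound, 37 degrees C; CellTiter-Glo luminescence; curve fitting and curve-class assignment.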
SW480 rereplic – DNA re-replication induction in SW480 cells | Potency, µM (titrated, usually from 46.1 µM), inactives show at the highest dose re-replication activation, usual class: activators | hit rate 1.8% among 340,000 | SW480 DNA re-replication, Hoechst DNA content imaging, 48 h; also: potency is read from the fitted curve at half-maximal effect; % of control where 0% means no effect; nearly all actives have a fitted effect of over 55% in size
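Readout is total intensity of Hoechst-stained nuclei, excited at 405 nm and collected at 500-530 nm. Compound treatment lasted 48 hr at 37 C in 5% CO2 before staining.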
IL-1B inflam inh – inhibitors of inflammasome signaling (IL-1 beta secretion). hit rate 4.7% among 360,000. THP-1 LPS/ATP IL-1B secretion, AlphaLISA, 16 h; active compounds read low. activity change, % at 57.5 µM; in the data active = activity change below about -50%; inconclusive = mostly about -30% to -49%; also: % is scaled to controls: 0 for no effect and ±100 for the full control effect
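THP-1 cells pretreated 1 hr with compounds (up to 57.5 uM final), then stimulated with LPS (250 ng/mL final) plus ATP (1.25 mM final); secreted IL-1B measured by AlphaLISA after 16 hr, decreased signal indicating inhibition.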
KB-3-1 cytotox – KB-3-1 parental cell cytotoxicity; Potency, µM (series often up to 46.1 µM), for the others: top-dose activity change, negative = cytotoxic, most hits filed as cytotoxic; KB-3-1 viability, CellTiter-Glo ATP luminescence, 72 h; hit rate 1.4% among 400,000; also: potency is read from the fitted curve at half-maximal effect; % is scaled to controls: 0 for no effect and ±100 for the full control effect; nearly all actives have a fitted effect of over 60% in size
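Cells are dispensed, compounds pinned in, plates held at 37 °C for 72 h, then CellTiter-Glo is added and luminescence read after 10 minutes. Cell line: parental KB-3-1 in phenol-red-free DMEM, 10% FBS.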
ATXN2 expr inh – ATXN2 expression inhibition. HEK-293 ATXN2-luciferase reporter, luminescence, 24 h. hit rate 0.72% among 360,000. AID 1745845. Potency, µM (series often up to 57 µM), for inactives: top-dose activity change, negative = inhibition, usual class: inhibitors; also: potency is read from the fitted curve at half-maximal effect; % is scaled to controls: 0 for no effect and ±100 for the full control effect; nearly all actives have a fitted effect of over 55% in size
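qHTS (up to 57 uM final) was run with 24 h compound exposure of reporter cells at 37 °C. Each well was multiplexed: SteadyGlo luminescence measured ATXN2-luciferase expression after a fluorogenic Gly-Phe-AFC viability readout (25 uM final).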
MCF10A rereplic – DNA re-replication induction in MCF 10a cells; MCF 10A DNA re-replication, Hoechst nuclear intensity, 48 h; Potency, µM (series often up to 46.1 µM), for the others: at the highest dose activity, positive = re-replication, usual class: activators; hit rate 2.9% among 350,000; AID 624296; also: potency is read from the fitted curve at half-maximal effect; % of control where 0% means no effect; nearly all actives have a fitted effect of over 50% in size
An asterisk follows results filed as active; ? = inconclusive; nt = not tested or not shown; [ ] = dose if it differs, or a comment. Unless noted, calls follow the shape of the dose curve; as a rule, active = well fitted curve in the direction sought with a large enough effect; inconclusive = small, poorly fitted or top-dose-only effect, or another doubt; inactive = no such curve, though single readings can be large; an effect the other way counts as inactive or inconclusive.

SMILES	KB-V1 cytotox	WRN helicase inh	HT1080 IDH1KD tx	HT1080NT lethal	SW480 rereplic	IL-1B inflam inh	KB-3-1 cytotox	ATXN2 expr inh	MCF10A rereplic
CCOC(=O)[C@]12CCCC=C1N(CCC1=CCCCC1)C(=O)[C@H](CC(=O)NCCCCc1ccccc1)C2	?	-2%	?	?	nt	-18	?	nt	nt
CS(=O)(=O)N(CC(=O)N1CCCC1)c1ccc(Cl)cc1	?	-2%	10%	-1%	135%	-9	26%	-3%	-16%
COc1ccc(N2CCN(CCNC(=O)Nc3ccc([N+](=O)[O-])cc3OC)CC2)cc1	-15%	2%	-28%	-2%	?	-18	-7%	-26%	27%
COc1ccc(Cn2c(SC)nc3ccccc32)cc1[N+](=O)[O-]	14%	-2%	-28%	-29%	0%	1	?	0%	14%
Cc1onc(-c2ccccc2)c1C(=O)N1CCN(C(=O)c2ccco2)CC1	-2%	2%	-1%	-11%	-6%	8	-10%	2%	-2%
O=S(=O)(c1ccc2nc(Nc3ccccc3)ccc2c1)N1CCCCC1	-21%	-19%	26µM*	?	2.8µM*	-67*	?	-5%	?
O=C(Cc1cccs1)NCc1ccncc1	-3%	5%	-3%	0%	-1%	19	-12%	9%	-1%
CCOc1c(Br)cc(C2CC(=O)Nc3cc(OC)c(OC)cc32)cc1OC (configuration not stated)	-14%	-19%	?	-29%	-11%	-2	-24%	11%	0%
CCCn1c(=O)c2ccccc2n2c(SCCOc3ccccc3)nnc12	-26%	302%[activator]	-9%	-3%	-1%	-3	-5%	-6%	-7%
COc1ccc(Cl)cc1NC(=O)N1CCC(C)CC1	-21%	-10%	4%	16%	-27%	-19	-2%	20%	-12%
COCCCNC(=S)Nc1ccc2nc3n(c(=O)c2c1)CCCCC3	1%	-4%	-1%	1%	-8%	32	2%	-4%	2%
Cc1ccc(OCC(=O)NCC(=O)Nc2ccc(F)c(F)c2F)c([N+](=O)[O-])n1	-20%	-2%	0%	12%	-8%	6	10%	0%	-3%
CC1CCN(C(=O)Cn2c(=O)n(CCCC(=O)NCc3ccco3)c(=O)c3sccc32)CC1	-3%	3%	9%	5%	?	12	-6%	-7%	?
CC(=O)c1ccc(Sc2ccccc2)cc1	1%	1%	10%	5%	-5%	8	0%	8%	-1%
COc1ccc(NC(=O)[C@H](C)NC(=O)C2CCN(S(=O)(=O)c3ccc(C)cc3)CC2)cc1OC	25%	-4%	-3%	0%	-2%	-12	-10%	-4%	3%

4 compounds out of the list, sorted by SMILES length, ascending.
SMILES	KB-V1 cytotox	WRN helicase inh	HT1080 IDH1KD tx	HT1080NT lethal	SW480 rereplic	IL-1B inflam inh	KB-3-1 cytotox	ATXN2 expr inh	MCF10A rereplic
CC(=O)c1ccc(Sc2ccccc2)cc1	1%	1%	10%	5%	-5%	8	0%	8%	-1%
CCCn1c(=O)c2ccccc2n2c(SCCOc3ccccc3)nnc12	-26%	302%[activator]	-9%	-3%	-1%	-3	-5%	-6%	-7%
O=S(=O)(c1ccc2nc(Nc3ccccc3)ccc2c1)N1CCCCC1	-21%	-19%	26µM*	?	2.8µM*	-67*	?	-5%	?
COc1ccc(N2CCN(CCNC(=O)Nc3ccc([N+](=O)[O-])cc3OC)CC2)cc1	-15%	2%	-28%	-2%	?	-18	-7%	-26%	27%

Following part.
SMILES	KB-V1 cytotox	WRN helicase inh	HT1080 IDH1KD tx	HT1080NT lethal	SW480 rereplic	IL-1B inflam inh	KB-3-1 cytotox	ATXN2 expr inh	MCF10A rereplic
O=C(O)C1=CC[C@@H](c2ccc(Cl)cc2)N(S(=O)(=O)c2ccc(Cl)cc2)[C@H]1c1ccc(Br)cc1	0%	-15%	-27%	-6%	-4%	51	0%	13%	?
O=c1c(C/C=C/c2ccccc2)c(O)ccn1CCc1c[nH]c2ccccc12	18%	-8%	-23%	-24%	-4%	16	6%	-1%[11.3 µM]	9%
Cc1ccc(=O)n(C(C(=O)NCc2ccco2)C(=O)c2ccc(F)cc2)c1 (configuration not stated)	0%	9%	12%	2%	-16%	10	-3%	-10%	?
Cc1cc2oc(=O)cc(CN3CCc4ccccc43)c2cc1Cl	-20%	-4%	-5%	-4%	-5%[9.22 µM]	9	?	-6%	?
CCOC(=O)N1CCN(C(=O)C2CCN(C(=O)c3ccc([N+](=O)[O-])cc3)CC2)CC1	nt	-22%	1%	0%	-7%	5	nt	1%	-6%
Cc1ccc(Nc2cc(C)nn2-c2nc(C)cc(C)n2)cc1	-29%	-16%	?	?	3%	-28	?	?	?
COc1cccc(C(=O)NCCS(=O)(=O)NCCc2ccccc2)c1	?	0%	-2%	-3%	0%	-14	-2%	40%[activator]	-6%
CCOC(=O)CCNC(=O)N1CCCC(C(=O)c2cccc(Cl)c2)C1 (configuration not stated)	0%	-5%	6%	-5%	-3%	15	4%	nt	3%
CCOC(=O)Cc1nc2nc(C)cc(C)n2n1	-2%	0%	15%	12%	-2%	9	9%	-1%	-6%
COc1nc(OC)nc(N2CCC(C(=O)NCc3ccco3)CC2)n1	?	8%	4%	-3%	-4%	1	-2%	-1%	7%
COc1ccc(Cl)cc1NC(=O)c1[nH]c(C)c(C(C)=O)c1C	-11%	-10%	-2%	-1%	-28%	40	-1%	-33%	-10%
COC(=O)c1c(-c2cccc(OC)c2)csc1N	4%	5%	0%	-1%	-1%	-1	1%	10%	9%
Cc1ccc(C)c(N2C(=O)CC(Cc3ccccc3)C2=O)c1 (configuration not stated)	13%	17%	-1%	1%	-5%	28	5%	22%	-2%
CCCc1cc(=O)oc2c3c(cc(OCC(=O)NCc4ccccn4)c12)OC(C)(C)CC3	5%	5%	-9%	-2%	?	?	0%	-26%	?
Cc1cc(C)c2c(N)c(C(=O)NCc3ccco3)sc2n1	2%	-4%	20%	20%	-4%	-61*	12%	31%	2%
O=C(NCCC1=CCCCC1)c1cc(COc2ccc(F)cc2Cl)on1	0%	-24%	-6%	-5%	?	-8	?	-21%	18%
O=C(COc1nsnc1N1CCOCC1)N/N=C/c1ccccc1O	?	-3%	15µM*	?	18µM*	48	-6%	?	?
c1ccc(Cn2c(-c3ccccc3)c[n+]3c2SCCC3)cc1	0%	-8%	-24%	-3%	-2%	-21	0%	?	8%
COc1ccc(-c2n[nH]nc2C2=CC(=O)CC(C)(C)C2)cc1	-12%	-3%	-11%	-12%	nt	-2	?	-4%	nt
Cc1nnc(SCc2nc3sc4c(c3c(=O)[nH]2)CCCC4)[nH]c1=O	-12%	-13%	14%	-1%	1%	-4	7%	-14%	0%
COCc1nnc(SCC(=O)NC(C)c2ccccc2)n1-c1ccccc1 (configuration not stated)	-9%	0%	7%	14%	3%	1	17%	-11%	?
COc1ccc(Br)cc1CN1CCN(C(=O)c2cccc(OC)c2OC)CC1	-7%	-1%[57.1 µM]	1%[9.24 µM]	1%	-3%	?	3%	-24%	-1%
COc1ccc(CN2C(=NC(=O)CCc3ccccc3)SC3CS(=O)(=O)CC32)cc1 (configuration not stated)	-6%	0%	19%	19%	-2%	22	-19%	-14%	12%
O=C(N/N=C(\c1ccccc1)c1ccccn1)c1cccc([N+](=O)[O-])c1	-15%	-4%	?	?	-4%	24	?	nt	5%
Cc1onc(-c2c(F)cccc2Cl)c1C(=O)NCc1ccco1	-14%	3%	12%	6%	1%	11	-7%	3%	13%
O=C(NC1CCCCC1)C(c1ccc2ncccc2c1)N(Cc1ccc2c(c1)OCO2)C(=O)c1cccs1 (configuration not stated)	?	-12%	?	?	-6%	-69*	-26%	?	-4%
COc1ccc(C)cc1NC(=O)C1CCN(S(=O)(=O)c2ccc3c(c2)C(C)(C)C(=O)N3C)CC1	0%	-6%	8%	-12%	-7%	21	2%	-4%	-7%
O=C/C(=C\Nc1ccccn1)c1nc2cc(Cl)ccc2o1	0%	10%	-12%	-18%	2%	25	-2%	17%	16µM*
Cc1ccc(C)c(OCC(=O)NCCNC(=O)COc2cc(C)ccc2C)c1	18µM*	0%	-12%	7%	-3%	-6	-16%	3%	19%
CNC(=O)c1c(NC(=O)c2ccc(S(=O)(=O)N(C)c3ccccc3)cc2)sc2c1CCN(C(C)C)C2	?	15%	-1%	-4%	?	43	-11%	0%	15µM*
Cc1cnc(C(=O)OCc2nc3ccsc3c(=O)[nH]2)cn1	-14%	50µM*	-12%	-2%	0%	17	12%	-21%	0%
COc1cc(CN2CCC(C(=O)NC(c3ccccc3)c3ccsc3)CC2)cc(OC)c1 (configuration not stated)	1%	7%	?	?	nt	-24	0%	-13%	nt
O=C(C[n+]1ccccc1)N/N=C/c1cc(Br)cc(Br)c1O	-3%	15%	?	?	?	85	-15%	-31%	?
CC/C(O)=C1\C(=O)CC(c2ccccc2)CC1=NCCc1c(C)[nH]c2ccc(C)cc12 (configuration not stated)	0%	-1%	-3%	-2%	2%	11	-11%	-14%	-1%
O=C(Cc1ccccc1)NC(Nc1cccc2ccccc12)C(Cl)(Cl)Cl (configuration not stated)	-4%	-4%	-3%	0%	4%	30	-14%	5%	6%
Cc1cc(-c2nnc3sc(-c4ccc(Cl)cc4Cl)nn23)n[nH]1	-16%	-2%	7%[9.24 µM]	17%	5%	?	-1%	-11%	9%
C=CCn1c(SCC(=O)Nc2nnc(CC)s2)nnc1-c1ccncc1	3%	4%	3%	2%	-11%	53	13%	-5%	-4%
C=CCSc1n[nH]c(=O)n1-c1cccc(C(F)(F)F)c1	5%	-8%	-10%	-1%	-8%	20	-4%	3%	0%
NC(=O)CCN1CCN(C(=O)c2ccc3nc(Cc4cccc(Cl)c4)oc3c2)CC1	nt	-13%	5%	0%	-2%	4	nt	3%	?
